Screening data from PubChem.
IDE act: activators of human insulin-degrading enzyme in cells | activation, % at 5.96 µM | AID 493087 | HEK cells, FAbeta-B cleavage, fluorescence polarization; 0% vehicle, 100% cell-free pure enzyme wells | 340,000 tested, 0.073% active | P14735;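 active = activation above the mean of all tested compounds plus 3 SD, set per screening campaign, cut at about 17% in these data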
IMP-1 inhibitor: blocks Pseudomonas aeruginosa IMP-1 metallo-beta-lactamase; purified IMP-1, nitrocefin hydrolysis, epi-absorbance fluorescence; inhibition, % at 5.6 µM; 290,000 tested, 0.45% active; AID 1556;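 active = inhibition above the mean plus 3 SD of all compounds in the same screening run, cut at about 4.5% in these data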;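 note: 0% = IMP-1 with DMSO and 100% = DMSO wells lacking enzyme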
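System: purified IMP-1; amount: IMP-1 0.2 nM before substrate addition; compound: single dose, 5.6 µM; times: 25 °C, 15 min preincubation, 25 min reaction; signal: Epi-absorbance via hydrolysed-nitrocefin quenching of white-plate fluorescence, 480/530 nm, EDTA stop; benchmarks: DMSO with and without IMP-1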
pCIP destab: compounds decreasing mouse p/CIP protein stability; Q05BA5; F442A p/CIP-EGFP cells, EGFP fluorescence, 16 h; decrease of EGFP signal, % at 10 µM; 290,000 tested, 0.01% active; AID 1984;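 active = EGFP signal decrease of at least 30% at 10 µM or well 3 SD below plate mean, unless failing retest; inactive = the rest, including hits failing retest or dose response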; note: some compounds called inactive have numbers as strong as hits; many of its hits are not listed in these tables
SUMO HTRF inh: inhibitors of human SUMOylation (UBC9); 290,000 tested, 0.36% active; inhibition, % at 35 µM; HTRF SUMOylation assay, SAE1/SAE2 + UBC9, in vitro; P63279; in the data active = inhibition above about 50%, passing the limit was not always enough; note: strong numbers were not always called active
NS3 helicase inh: HCV NS3 helicase inhibition; NS3 helicase DNA unwinding, Cy5 molecular beacon fluorescence; inhibition, % at 10.9 µM; 290,000 tested, 0.56% active;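 active = inhibition above the mean of all tested compounds plus 3 SD, set per campaign, cut at about 35% in these data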;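 note: 0% = DMSO wells and 100% = thioflavine S control wells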
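Test system: hepatitis C virus NS3 helicase domain fragment enzyme. Also added: annealed dual-labelled DNA beacon duplex, ATP-started. Timing: 60 min unwinding reaction at 25 °C after ATP addition. Technique: Cy5 fluorescence. Measure: % inhibition of unwinding.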
VIM-2 inhibitor: blocks Pseudomonas aeruginosa VIM-2 metallo-beta-lactamase; purified VIM-2, nitrocefin hydrolysis, epi-absorbance fluorescence; inhibition, % at 5.6 µM; 290,000 tested, 0.89% active; AID 1527;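 active = inhibition above the mean of all tested compounds plus 3 SD, cutoff set per screening run, cut at about 7.5% in these data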;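 note: red hydrolysis product quenches plate fluorescence so inhibitors raise well fluorescence; 0% = enzyme with DMSO and 100% = DMSO without enzyme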
DNA FID counter: counter-screen for HCV NS3 helicase inhibitors: DNA intercalator displacement | DNA fluorescent intercalator displacement, fluorescence | inhibition, % at 7.9 µM | 290,000 tested, 0.17% active | AID 1845; in the data active = inhibition above about 37%;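 note: 0% = vehicle and 100% = reference compound; higher means more ethidium bromide displaced from hairpin DNA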
PfM18AAP inh: PfM18AAP enzyme inhibition | inhibition, % at 7.35 µM | recombinant PfM18AAP, H-Glu-NHMec fluorogenic cleavage | 290,000 tested, 1.2% active;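 active = inhibition above the campaign mean inhibition over all tested compounds plus 3 SD, cut at about 28% in these data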;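 note: 0% = plate median of test compound wells and 100% = 2 mM ZnCl2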
IDE cell inh: inhibitors of human insulin-degrading enzyme in cells | P14735 | 320,000 tested, 0.41% active | inhibition, % at 5.59 µM | AID 434962 | HEK cells, FAbetaB cleavage, fluorescence polarization;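 active = percent inhibition above the average of all tested compounds plus 3 SD, set per screening campaign, cut at about 16% in these data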;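 note: IDE supplied by intact live HEK cells; FP after avidin binding of uncleaved biotin substrate so inhibition keeps polarization high; 0% = DMSO wells and 100% = 60 µM reference IDE inhibitor Ii1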
Active calls of the source: *; x = no result given. An unsorted share of the library; 3.6% or so of the library scored in one or more.

SMILES	IDE act	IMP-1 inhibitor	pCIP destab	SUMO HTRF inh	NS3 helicase inh	VIM-2 inhibitor	DNA FID counter	PfM18AAP inh	IDE cell inh
C(=N\N1CCN(Cc2cccc3ccccc23)CC1)/c1cccnc1	-7	-0.8	2	13	-3	1.2	-2	-6	7
S=C(NCCC(c1ccccc1)c1ccccc1)Nc1cccc(Cl)c1	7	-3.4	-1	1	-7	-1.5	-8	-8	7
CC1(/[N+]([O-])=C/c2ccccc2F)CCCCC1=O (stereo unspecified)	4	-0.1	-6	5	0	2.5	-7	6	0
CCC1C(=O)CC(c2ccccc2)NC1c1ccccc1 (stereo unspecified)	5	-1.8	-2	11	8	0.0	0	-15	2
O=C(COc1ccc(Br)cc1F)N1CCN(c2ncccn2)CC1	-2	-2.6	-12	2	10	-3.4	-25	-1	3
COc1cc(/C=N/Nc2nc(C)cc(C)n2)ccc1OC(=O)c1ccco1	-4	-1.4	-2	1	-1	-2.1	-21	2	10
O=C(CSc1ncnc2ccccc12)Nc1ccc(N2CCOCC2)cc1	x	-2.2	-5	14	-5	-3.5	5	4	x
O=S(=O)(c1ccc(F)cc1)N1CN(Cc2ccco2)c2nc3ccccc3nc21	-5	0.3	-15	10	15	2.1	-3	2	2
NC(=O)Cn1cc(/C=N\NS(=O)(=O)c2ccc(Cl)cc2)c2ccccc21	24*	-2.9	-39	7	-8	0.0	-4	-5	-9
Cc1ccccc1OCCC(=O)Nc1ccc2c(C)cc(=O)oc2c1	2	0.6	-8	21	8	-2.1	-17	-2	0
CSc1ccccc1NC(=O)CSc1nnnn1-c1ccccc1SC	5	-2.4	4	8	-12	0.3	-20	3	3
COc1ccccc1NC(=S)Nc1cccc2cnccc12	1	-3.7	-10	51*	-1	2.1	6	-1	-6
O=C(Nc1ccccc1C(=O)NCc1ccco1)c1ccco1	5	-4.4	0	24	0	-2.7	-6	7	-2
O=C(OCc1c(F)cccc1Cl)c1cnc2ccccc2n1	1	-2.4	-3	-6	2	-2.5	-21	0	4
CCc1cccc(C)c1NC(=O)C1=C(C(=O)O)CCCC1	1	7.8*	-3	-7	2	0.2	-6	-1	4

Single records, from the list above. Values in the order: IDE act	IMP-1 inhibitor	pCIP destab	SUMO HTRF inh	NS3 helicase inh	VIM-2 inhibitor	DNA FID counter	PfM18AAP inh	IDE cell inh
CCC1C(=O)CC(c2ccccc2)NC1c1ccccc1 (stereo unspecified) is entered as 5	-1.8	-2	11	8	0.0	0	-15	2
O=C(CSc1ncnc2ccccc12)Nc1ccc(N2CCOCC2)cc1 is entered as x	-2.2	-5	14	-5	-3.5	5	4	x
COc1ccccc1NC(=S)Nc1cccc2cnccc12 is entered as 1	-3.7	-10	51*	-1	2.1	6	-1	-6
S=C(NCCC(c1ccccc1)c1ccccc1)Nc1cccc(Cl)c1 is entered as 7	-3.4	-1	1	-7	-1.5	-8	-8	7
O=C(OCc1c(F)cccc1Cl)c1cnc2ccccc2n1 is entered as 1	-2.4	-3	-6	2	-2.5	-21	0	4

Not a retest: an excerpt of the list.
SMILES	IDE act	IMP-1 inhibitor	pCIP destab	SUMO HTRF inh	NS3 helicase inh	VIM-2 inhibitor	DNA FID counter	PfM18AAP inh	IDE cell inh
C(=N\N1CCN(Cc2cccc3ccccc23)CC1)/c1cccnc1	-7	-0.8	2	13	-3	1.2	-2	-6	7
S=C(NCCC(c1ccccc1)c1ccccc1)Nc1cccc(Cl)c1	7	-3.4	-1	1	-7	-1.5	-8	-8	7
CC1(/[N+]([O-])=C/c2ccccc2F)CCCCC1=O (stereo unspecified)	4	-0.1	-6	5	0	2.5	-7	6	0
CCC1C(=O)CC(c2ccccc2)NC1c1ccccc1 (stereo unspecified)	5	-1.8	-2	11	8	0.0	0	-15	2
O=C(COc1ccc(Br)cc1F)N1CCN(c2ncccn2)CC1	-2	-2.6	-12	2	10	-3.4	-25	-1	3

Next part:
SMILES	IDE act	IMP-1 inhibitor	pCIP destab	SUMO HTRF inh	NS3 helicase inh	VIM-2 inhibitor	DNA FID counter	PfM18AAP inh	IDE cell inh
CC1CCN(S(=O)(=O)c2ccc3c(c2)c(=O)c(C(=O)NCc2ccco2)cn3C)CC1	-6	-1.9	-4	-18	4	-2.1	8	4	-2
O=C(O)c1cc(N/N=C/C=C/c2ccccc2)ccc1Cl	0	-2.4	0	26	31	-3.0	-16	9	10
CCc1ccc(NC(=O)C(C)OC(=O)c2ccc(N3CCCC3)c([N+](=O)[O-])c2)cc1 (stereo unspecified)	4	1.1	0	-26	5	-1.4	-3	-1	0
Cc1ccc(C)c(NC(=O)CN2C(=O)CNC2=O)c1	-2	-2.7	-1	6	-5	-1.6	0	-7	-4
CC(C)[C@H](NC(=O)OCc1ccccc1)C(=O)OCc1ccccc1	3	-2.0	-7	-16	-7	-3.1	-34	2	-1
COc1ccc(C2c3ccc(O)cc3Oc3ncn4nc(-c5ccncc5)nc4c32)cc1OC (stereo unspecified)	3	-1.1	-10	37	0	-1.7	-4	-6	0
O=C(Cn1nnc2ccccc2c1=O)Nc1ccc(S(=O)(=O)N2CCOCC2)cc1	6	-0.5	0	18	2	1.6	-4	-2	-6
CCN1CCN(C(=O)CN(c2ccc(C)cc2)S(C)(=O)=O)CC1	4	-2.8	-9	5	0	-0.8	3	-14	-3
COc1cc2c(cc1OC)CN(C(=O)c1cc(=O)c3ccccc3o1)CC2	0	-4.3	-13	-4	0	-2.7	-23	-2	-1
C=CCOc1c(Br)cc(CNn2nnnc2N)cc1OC	9	0.2	-1	-9	4	1.4	-3	-16	2
COc1ccc(C(c2nnnn2Cc2cccs2)N2CCN(c3ccccc3)CC2)cc1OC (stereo unspecified)	1	-2.9	-16	-2	-5	-0.8	-10	-1	0
Cc1ccnc(NC(=O)COC(=O)c2ccc(F)cc2F)n1	-4	-0.9	-15	8	-7	-3.8	-3	-9	-1
COc1ccc(C(C(=O)NC2CCCCC2)N(C(=O)c2ccccn2)c2cccnc2)cc1 (stereo unspecified)	2	-3.2	-15	9	-2	-0.6	0	-1	8
CC(C)C(C(=O)NC1=NCCS1)c1ccc(Cl)cc1 (stereo unspecified)	4	-4.4	-2	10	-4	-4.8	-4	-1	2
Nc1ccccc1Sc1cc(Cl)nnc1Cl	-3	-4.2	-4	13	13	-1.6	-5	9	-1

Part of the list above, limited to DNA FID counter, IMP-1 inhibitor and IDE act:
Compound	DNA FID counter	IMP-1 inhibitor	IDE act
O=C(O)c1cc(N/N=C/C=C/c2ccccc2)ccc1Cl	-16	-2.4	0
CCc1ccc(NC(=O)C(C)OC(=O)c2ccc(N3CCCC3)c([N+](=O)[O-])c2)cc1 (stereo unspecified)	-3	1.1	4

The results go on:
SMILES	IDE act	IMP-1 inhibitor	pCIP destab	SUMO HTRF inh	NS3 helicase inh	VIM-2 inhibitor	DNA FID counter	PfM18AAP inh	IDE cell inh
O=c1c2ccccc2nc2n1CCCN2	6	-1.7	-1	0	5	-2.7	0	1	2
CCn1c(=O)cc(SCC(=O)NCCC2=CCCCC2)c2ccccc21	3	-0.7	1	15	-4	-2.8	-34	-12	5
COc1nccnc1NS(=O)(=O)c1ccc(NC(=S)NC(=O)c2cccc(F)c2)cc1	-5	-3.3	-6	15	10	-2.0	-16	3	2
COc1cccc(-c2nnc(SCC(=O)OC(C)C)n2Cc2ccco2)c1	2	0.1	-14	18	0	-0.8	-27	-6	8
O=C(CCNS(=O)(=O)c1cccc2nsnc12)N1CC(=O)N(CCc2ccccc2)C(=O)C1	-2	-1.6	-3	25	-3	-0.5	-20	-7	5
COC(=O)c1ccc(COC(=O)c2ccc(-n3cnnn3)cc2)o1	5	-2.5	1	-3	-2	-0.2	-3	-4	-11
CC(C)CC(=O)Nc1ccc([N+](=O)[O-])cc1Cl	4	-1.9	-3	13	11	-0.3	0	-12	3
CCOC(=O)N1CCN(C(=O)c2cc3c(=O)n4cccc(C)c4nc3s2)CC1	2	-2.1	1	4	-8	16*	-18	4	1
O=C(O)CCCC(=O)Nc1ccn(-c2ccccc2)n1	2	-3.3	5	9	-6	-2.4	-6	3	2
COc1ccccc1-n1c(SC)nc(O)cc1=O	3	-1.8	12	0	6	-1.3	-41	-4	-2
CCCCCCn1c(-c2ccco2)nc2oc3cc(OC)ccc3c(=O)c2c1=O	3	-2.2	-20	21	14	-1.0	-2	9	-5
Cn1cnc2c1c(=O)[nH]c(=O)n2Cc1ccccc1	2	-3.7	0	5	1	-1.6	-6	-5	-1
CC(C)(C)C1CCc2c(C(=O)NNC(=O)/C=C/C(=O)O)csc2C1 (stereo unspecified)	6	-3.0	-1	-12	10	-4.6	-2	-2	-1
COc1ccc(N2CCN(Cc3nc(Cc4cccc(F)c4)no3)C(C)C2)cc1 (stereo unspecified)	2	-1.5	3	-1	-1	-2.1	-27	13	2
CC(C)n1nnnc1SCC(=O)N1CCOCC1	-3	-0.3	-18	15	1	-1.1	-1	-10	-2
C/C=C/C=C/C(=O)[C@@H]1[C@@H]([C@]2(C)OC(=O)C(C)=C2O)[C@H]2/C(=C(O)/C=C/C=C/C)C(=O)[C@]1(C)C(=O)C2(C)O (stereo partly specified)	4	x	-6	30	x	x	x	x	1
Cn1cnnc1SCC(=O)Nc1cccc(S(=O)(=O)N2CCCCCC2)c1	2	-2.0	4	0	10	-3.2	-17	2	3
Cc1c(Cl)cccc1NC(=O)c1ncn[nH]1	-2	-1.4	2	13	-21	-2.1	-3	37*	3
COc1cc(/C=N/NC(=O)c2cccc(S(=O)(=O)N3CCOCC3)c2)cc(OC)c1O	7	-0.5	-13	9	-5	-0.8	-1	6	-6
CCC(=O)Nc1ccc(-n2nnnc2SCC(=O)NNC(=O)c2ccco2)cc1	x	-3.4	-10	32	10	-2.6	-3	17	3
O=C(CN1CCOCC1)Nc1nc(-c2ccc3c(c2)CCN3S(=O)(=O)c2ccccc2)cs1	0	-5.5	-14	-3	-28	-4.2	-23	8	-1
O=C(CSc1nnc(CNC(=O)c2ccccc2)o1)NCc1ccco1	0	-0.1	7	5	-5	0.4	-2	-2	4
COc1ccc2c(c1)C1(Nc3ccccc3C(=O)N1c1ccccc1)C(=O)N2 (stereo unspecified)	1	-4.5	4	6	3	-3.1	-2	1	-2
Fc1ccc(-c2nc3ccncc3[nH]2)cc1	-3	-2.0	0	19	3	-2.5	-2	-10	3
CS(=O)(=O)Cc1ccc(C(=O)N(CCc2ccccc2)Cc2ccccc2)cc1	-1	-2.6	-19	7	-12	-0.7	-50	-4	-6
Cc1cccc2cc(CNC3CCCC3)c(Cl)nc12	-2	-3.6	-25	-12	2	0.3	3	-3	3
